FXIa inh: factor XIa (human) inhibition | inhibition, % at 5 µM | purified FXIa, Boc-Glu-Ala-Arg-AMC fluorogenic substrate | P03951 | 220,000 tested, 0.14% active;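 active means inhibition of at least 40%; inactive means inhibition below 40%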;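 further: fluorescence of freed AMC excited at 355 nm; 0% = enzyme without compound and 100% = no enzyme blank; many of its hits are not listed in these tables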
p97 inhibitor: blocks human p97 ATPase activity; recombinant p97 ATPase, Kinase-Glo ATP luminescence, 3 h; inhibition, % at 8 µM; 220,000 tested, 0.42% active; AID 1481; in the data active means inhibition above about 15%;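 further: 0% = DMSO vehicle and 100% = wells lacking enzyme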
Target sequence (P55072 whole entry, looked up): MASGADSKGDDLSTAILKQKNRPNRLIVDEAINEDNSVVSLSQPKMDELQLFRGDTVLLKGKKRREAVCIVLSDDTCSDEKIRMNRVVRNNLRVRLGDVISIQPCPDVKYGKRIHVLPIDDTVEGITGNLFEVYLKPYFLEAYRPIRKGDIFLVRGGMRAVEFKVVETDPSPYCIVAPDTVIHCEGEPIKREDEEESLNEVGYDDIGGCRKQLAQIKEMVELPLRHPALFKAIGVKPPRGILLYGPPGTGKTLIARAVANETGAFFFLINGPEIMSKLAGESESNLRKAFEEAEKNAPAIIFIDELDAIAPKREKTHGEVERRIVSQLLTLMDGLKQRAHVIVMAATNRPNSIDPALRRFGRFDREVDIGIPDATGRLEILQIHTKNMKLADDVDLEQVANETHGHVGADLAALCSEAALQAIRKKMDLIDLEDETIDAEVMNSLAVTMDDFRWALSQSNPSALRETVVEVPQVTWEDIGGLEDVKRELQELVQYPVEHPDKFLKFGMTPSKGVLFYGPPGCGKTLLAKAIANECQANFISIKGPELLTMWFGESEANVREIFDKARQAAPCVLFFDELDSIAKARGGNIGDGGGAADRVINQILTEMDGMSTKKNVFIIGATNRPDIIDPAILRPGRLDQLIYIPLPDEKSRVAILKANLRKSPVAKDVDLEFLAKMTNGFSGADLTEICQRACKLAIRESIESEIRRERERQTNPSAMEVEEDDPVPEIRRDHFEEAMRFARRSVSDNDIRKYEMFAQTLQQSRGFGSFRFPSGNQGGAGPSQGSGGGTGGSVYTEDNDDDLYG
Furin inhibitor: human furin inhibition | purified furin, fluorogenic substrate cleavage | AID 463115 | 220,000 tested, 0.061% active | inhibition, % at 30 µM | P09958; in the data active means inhibition above about 25%; further: inactives centre near -15
PERK inh: inhibitors of human PERK kinase; Q9NZJ5; CHO PERK-DD fusion, SEAP luminescence translation reporter; inhibition, % at 5.6 µM; 220,000 tested, 0.17% active; AID 1416;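 active means inhibition above the mean inhibition of all tested compounds plus 3 SD, set separately per screening campaign, cut at about 2.9% in these data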;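 further: PERK kinase domain activated by AP20187 dimerizer at 100 nM; 0% = DMSO with dimerizer and 100% = rapamycin at 8.4 µM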
FXIIa inh: factor XIIa (human) inhibition | P00748 | inhibition, % at 5 µM | purified FXIIa, Boc-QGR-AMC fluorogenic substrate, 2 h | AID 800 | 220,000 tested, 0.3% active; in the data active means inhibition above about 40%;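 further: 0% = enzyme with no compound and 100% = blank without enzyme; many of its hits are not listed in these tables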
hK5 inh: kallikrein 5 (human) inhibition. 210,000 tested, 0.59% active. recombinant hK5, fluorogenic AMC substrate cleavage. inhibition, % at 5 µM;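 active means inhibition of 40% or more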;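 further: 0% = enzyme controls without compound and 100% = no-enzyme blanks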
Target sequence (Q9Y337 67-293 limits assumed): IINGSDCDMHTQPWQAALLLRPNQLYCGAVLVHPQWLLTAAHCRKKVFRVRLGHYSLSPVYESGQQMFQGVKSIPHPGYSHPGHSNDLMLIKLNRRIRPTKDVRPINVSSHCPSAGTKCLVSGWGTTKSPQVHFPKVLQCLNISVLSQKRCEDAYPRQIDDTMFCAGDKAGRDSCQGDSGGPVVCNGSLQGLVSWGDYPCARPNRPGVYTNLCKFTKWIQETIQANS
Wee1 stabilizer: human Wee1 degradation inhibition, primary screen | 220,000 tested, 1.2% active | HeLa Luc-Wee1K328M stability, luciferase luminescence; 100% = proteasome inhibitor MG132 effect | reporter increase, % at 5 µM | P30291;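 active means activation above the mean of all tested compounds plus 3 SD, set per screening run, cut at about 8.8% in these data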;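 further: cells exposed to compound for 20 h before luminescence read; 0% = DMSO alone and 100% = MG132 at 30 µM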
KCC2 mod: KCC2 (human) Cl- transport modulation. Q9H2X9. B-score of Tl+ flux slope (higher = more flux/activation; lower = inhibition) at 10 µM. 190,000 tested, 2.2% active. KCC2 cells, thallium flux FluoZin-2 fluorescence;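 active means thallium flux slope and its plate-corrected score both differing from the plate sample mean at a set confidence after two filtering rounds, in either direction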;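 further: slope of fluorescence scaled to starting intensity during 10 to 20 s after thallium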
thrombin 1536: inhibitors of human thrombin; P00734; inhibition, % at 5 µM; alpha-thrombin, Boc-VPR-AMC fluorogenic substrate cleavage; AID 1046; 220,000 tested, 0.26% active;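 active means inhibition at or above 40%; inactive means inhibition below 40%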;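 further: 0% = enzyme with no compound and 100% = wells without enzyme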
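Assay system: human alpha-thrombin enzyme. Reagent: Boc-VPR-AMC substrate, 15 µM final. Compound dosing: one concentration per compound, 5 µM, with 0.2% DMSO. Incubation: room-temperature reaction. Technique: AMC fluorescence, 355/460 nm. Measure: % inhibition relative to enzyme controls and enzyme-free blanks.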
* marks the source's active call; other numbers are inactive results; . = no result given; [ ] = remark or other dose.

SMILES | FXIa inh | p97 inhibitor | Furin inhibitor | PERK inh | FXIIa inh | hK5 inh | Wee1 stabilizer | KCC2 mod | thrombin 1536
CCCCc1nnc(NC(=O)C(C)Sc2nc(O)c(Cc3ccccc3)c(=O)[nH]2)s1 (stereo not drawn) | 29 | -3 | -18 | 1.4 | 19 | 15 | 7 | -0.94 | 29
COc1ccc(CCNC2=NCC(C)S2)cc1 (stereo not drawn) | -6 | -5 | -2 | -0.9 | -7 | -7 | -2 | -0.59 | -6
CCCC(=O)Nc1ccccc1NC(=O)c1ccc(OCC)c(OCC)c1 | -3 | 0 | -30 | -0.1 | -1 | -20 | 3 | 0.86 | -3
Cc1cccc(C)c1-n1c(C)nn(CC#N)c1=O | -2 | -2 | -20 | 1.9 | 0 | -15 | 6 | 1.3 | 1
O=C(Nc1ccccc1)C(=O)c1cn(CC(=O)N2CCCCC2)c2ccccc12 | 3 | 3 | -20 | -0.3 | 12 | 4 | 0 | -0.23 | -5
CC1(C)CC(=O)c2cc(NC(=O)c3ccccc3)c(=O)oc2C1 | 3 | -4 | 3 | -0.3 | 10 | -6 | 1 | -1.4 | -8
CC1COC(c2cccn2Cc2ccccc2Cl)=N1 (stereo not drawn) | 1 | -6 | -14 | -0.2 | 16 | 26 | 1 | . | 17
O=C(CN1N=C(c2ccc(Cl)cc2)CCC1=O)NCc1cccs1 | -8 | 4 | -26 | 0.6 | 7 | -4 | 12* | -0.88 | -1
CCCC(=O)Nc1ccccc1-c1nnc(SCC)[nH]c1=O | -1 | 4 | -19 | 0.4 | 4 | -2 | 2 | -1.1 | -3
CC1(C)Cc2c(C#N)c(NCc3ccco3)nc(-c3ccco3)c2CO1 | -3 | 2 | -3 | 0.0 | 6 | -50 | -2 | 0.2 | 1
CC(=O)Nc1ccc(S(=O)(=O)N(C)c2ccc(OCC(=O)OCC(=O)N3CCCCC3)cc2)cc1 | -8 | 2 | -28 | 0.6 | 7 | 1 | 3 | -1 | -22
C/C(CC(=O)Nc1ccc(N(C)C)cc1)=N\NC(=O)C(=O)NCc1ccccc1 | -2 | 4 | -38 | 0.4 | 13 | 18 | 9.9* | 0.52 | 3
COc1cc(-c2noc(CCCC(=O)Nc3ccc(C(N)=O)cc3)n2)cc(OC)c1OC | 6 | 4 | -18 | 1.7 | 15 | 8 | 10* | -1.1 | -2
CCOC(=O)COn1c(=O)c(=O)n(O)c2ccccc21 | 2 | 5 | -17 | 0.5 | 11 | 4 | -1 | 0.33 | 3
CNC(=S)N/N=C(\C)c1ccc(-n2ccnc2)cc1 | 1 | 3 | -7[20 µM] | 0.6 | 9 | -1 | 3 | 1.6 | 2
Cn1c(CSCc2ccc(Cl)cc2)n[nH]c1=S | -6 | -2 | -24 | 0.0 | . | -4 | 5 | -1.8 | -5
Cc1ccc(C)c(SCC(=O)NCc2ccco2)c1 | 6 | -6 | -4[20 µM] | 0.3 | 20 | 1 | 1 | -0.36 | 3
CCN(CC)c1ccc(NC(=S)NC(=O)c2ccco2)cc1 | 2 | 0 | -19 | 0.1 | 10 | 4 | -3 | 69* | -5
COc1cc(/C=C(/C#N)c2ccccc2)ccc1Oc1ccc([N+](=O)[O-])cn1 | -2 | 1 | -14[20 µM] | 0.3 | 9 | -3 | -2 | 0.22 | -19
O=C(COC(=O)C1=COCCO1)NC1CCCCCCC1 | -9 | 3 | -19 | 0.3 | 4 | -8 | 2 | 0.62 | -10
O=C(N/N=C/c1cccc([N+](=O)[O-])c1)c1cc2c(ccc3ccccc32)o1 | -5 | 2 | -7[20 µM] | 1.9 | 7 | -54 | -1 | -0.0081 | -4
COc1ccccc1NC(=O)CSc1nc(C)c2c(c1C#N)CCCC2 | -5 | 4 | -12[20 µM] | 0.5 | 16 | 7 | 4 | . | 4
O=C(NCCCl)c1ccc(OCc2ccccc2)cc1Cl | 0 | 6 | -11 | 1.5 | 5 | -2 | -3 | -1.9 | -5
COc1ccc(-c2[nH]ncc2CNCCc2ncccc2C)cc1F | -3 | 5 | -21 | 0.5 | 1 | 5 | 8 | . | 1
CCOc1ccccc1C1C(C#N)=C(N)SC(N)=C1C#N | 3 | 3 | -9 | -1.0 | 15 | 11 | 1 | . | 4
Cn1cccc1CC(=O)N/N=C/c1cc([N+](=O)[O-])ccc1Cl | -1 | 6 | -20 | 0.9 | 4 | 2 | -1 | 0.29 | -5
CCOC(=O)CSc1nnc(CSc2nc(C)cc(C)n2)n1Cc1ccco1 | 2 | -4 | -18 | 0.1 | 19 | -4 | 0 | . | 3
CCCCOC(=O)Nc1nnc(COc2ccccc2)s1 | -3 | -2 | -16 | 0.4 | 12 | -9 | -3 | -1.9 | 2
Cc1ccc(S(=O)(=O)[N-]c2nc3ccccc3nc2-n2cc[n+](CCC(C)C)c2)cc1 | -12 | -2 | -12[20 µM] | -0.5 | 10 | 3 | 0 | 0.89 | 4
CC(C)C1Oc2ccccc2N(CC(=O)NCCCN2C(C)CCCC2C)C1=O (stereo not drawn) | 4 | 6 | -21 | 0.5 | -1 | -12 | 8 | . | 4
CC(Oc1ccccc1Cl)c1nnc(N)s1 (stereo not drawn) | 2 | -6 | -6[20 µM] | 1.3 | 16 | -2 | 0 | -0.47 | -5
O=C(Nc1c(C(=O)N2CCOCC2)cnn1-c1ccccc1)c1ccccc1 | -4 | 1 | -9 | -1.1 | 9 | -23 | -2 | 0.3 | -3
Cc1cc(O)c(-c2ccno2)cc1Cl | 12 | 6 | -18 | 0.5 | 8 | -15 | 0 | -1.1 | -6
O=C(O)Cn1c2ccccc2c2ccccc21 | -1 | 3 | -25 | 0.4 | 7 | 6 | 2 | 0.0012 | -12
O=C(NC(=S)Nc1ccc(N2CCOCC2)cc1)c1ccc(Cl)cc1 | 5 | 9 | -12 | 0.8 | 8 | -17 | 7 | 0.32 | -6
Cn1c(=O)c2c(ncn2CC(=O)N/N=C/C=C\c2ccccc2[N+](=O)[O-])n(C)c1=O | 7 | 6 | -12 | 0.9 | 12 | 7 | -3 | 0.035 | 0

Quoted at random: 6 records from the list, in no set order.
SMILES | FXIa inh | p97 inhibitor | Furin inhibitor | PERK inh | FXIIa inh | hK5 inh | Wee1 stabilizer | KCC2 mod | thrombin 1536
CCOC(=O)CSc1nnc(CSc2nc(C)cc(C)n2)n1Cc1ccco1 | 2 | -4 | -18 | 0.1 | 19 | -4 | 0 | . | 3
CCOc1ccccc1C1C(C#N)=C(N)SC(N)=C1C#N | 3 | 3 | -9 | -1.0 | 15 | 11 | 1 | . | 4
O=C(NC(=S)Nc1ccc(N2CCOCC2)cc1)c1ccc(Cl)cc1 | 5 | 9 | -12 | 0.8 | 8 | -17 | 7 | 0.32 | -6
CC(Oc1ccccc1Cl)c1nnc(N)s1 (stereo not drawn) | 2 | -6 | -6[20 µM] | 1.3 | 16 | -2 | 0 | -0.47 | -5
CC(C)C1Oc2ccccc2N(CC(=O)NCCCN2C(C)CCCC2C)C1=O (stereo not drawn) | 4 | 6 | -21 | 0.5 | -1 | -12 | 8 | . | 4
Cc1ccc(S(=O)(=O)[N-]c2nc3ccccc3nc2-n2cc[n+](CCC(C)C)c2)cc1 | -12 | -2 | -12[20 µM] | -0.5 | 10 | 3 | 0 | 0.89 | 4

An excerpt from above in order of the PERK inh value, largest number first.
SMILES | FXIa inh | p97 inhibitor | Furin inhibitor | PERK inh | FXIIa inh | hK5 inh | Wee1 stabilizer | KCC2 mod | thrombin 1536
Cn1c(=O)c2c(ncn2CC(=O)N/N=C/C=C\c2ccccc2[N+](=O)[O-])n(C)c1=O | 7 | 6 | -12 | 0.9 | 12 | 7 | -3 | 0.035 | 0
CCOC(=O)CSc1nnc(CSc2nc(C)cc(C)n2)n1Cc1ccco1 | 2 | -4 | -18 | 0.1 | 19 | -4 | 0 | . | 3
CCOc1ccccc1C1C(C#N)=C(N)SC(N)=C1C#N | 3 | 3 | -9 | -1.0 | 15 | 11 | 1 | . | 4

Following part:
SMILES | FXIa inh | p97 inhibitor | Furin inhibitor | PERK inh | FXIIa inh | hK5 inh | Wee1 stabilizer | KCC2 mod | thrombin 1536
COc1ccc2cc3c(N)c(C(=O)N4CCCC4)sc3nc2c1 | -3 | 3 | -19 | -0.5 | 9 | -12 | 4 | -0.43 | -6
Cc1csc(NC(=O)C2CCN(C(=O)c3ccccc3C)CC2)n1 | -5 | -4 | -16 | 0.0 | 5 | -1 | 2 | 1 | -11
CCOC(=O)CC(=O)CSc1nc2c(c(C)c1C#N)CCC2 | 4 | 6 | -17 | 1.1 | 16 | -9 | 2 | . | 1
CC(C)(C(N)=O)N1CCN(c2ncc(C(F)(F)F)cc2Cl)CC1 | -1 | -9 | -11[20 µM] | -0.8 | 11 | -3 | 3 | 0.016 | -4
C#CCn1c(=NC(=O)c2cccs2)sc2cccc(OCC)c21 | -12 | -7 | -24 | -0.1 | -9 | -13 | 1 | . | -12
CN(C)c1ccc([C@@H]2[C@@H]([N+](=O)[O-])[C@H]3C=Cc4ccccc4N3[C@H]2C(=O)c2ccc(Cl)cc2)cc1 | 5 | 7 | -10 | 0.9 | 8 | -1 | 0 | -0.09 | -5
CCC(C)NS(=O)(=O)c1ccc(OCC(=O)NCc2ccccn2)cc1 (stereo not drawn) | -2 | 9 | -12 | 3.2* | 5 | -1 | 2 | -0.054 | -12
S=c1[nH]nc(-c2cccs2)n1/N=C/c1cn(-c2ccccc2)nc1-c1cccs1 | 2 | 1 | -24 | 2.0 | 2 | 3 | 1 | -0.3 | -2
COc1ccc(Cc2nnc(SCc3nc4ccccc4c(=O)[nH]3)n2C)cc1 | 4 | 5 | -15 | -0.6 | 12 | 1 | -3 | . | 0
CCOC(=O)C1CCCN(C(=O)/C=C/c2ccccc2[N+](=O)[O-])C1 (stereo not drawn) | 5 | 4 | -16 | 0.2 | 12 | -12 | -3 | -0.5 | -4
CC(C)(C(N)=O)c1ccccc1 | 11 | 8 | -24 | 1.4 | 8 | 1 | -3 | 0.15 | -1
CCC(=O)Nc1c(C#N)c2nc3ccccc3nc2n1C1CCCCC1 | 1 | 1 | -12[20 µM] | 0.3 | 7 | -28 | 2 | 1.5 | -3
O=C(C1CCCO1)N(Cc1ccccc1)c1ccccc1 (stereo not drawn) | -18 | 2 | -14[20 µM] | 0.1 | 16 | -28 | 4 | 0.15 | 1
C=CCNC(=O)c1ccc(CNS(=O)(=O)c2ccc(NC(C)=O)cc2)cc1 | -6 | -5 | -1[20 µM] | 0.5 | -10 | 30 | -1 | 0.9 | 2
CCOc1ccc(C(=O)NC(=S)Nc2ccc(N3CCCCC3)cc2)cc1[N+](=O)[O-] | 4 | -1 | -10 | 0.4 | 5 | -8 | 4 | 2 | 1
